LYP phosphatase: PTPN22 lymphoid phosphatase activity blockers – biochemical, fluorescence intensity, uHTS (AID 1779). 290,000 compounds, 0.054% hits. recombinant LYP phosphatase, fluorescence intensity; higher % means a stronger effect. inhibition, % at 11.5 µM; hits with a dose series show IC50 in µM; in the data active means inhibition above about 50%;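 further: plate controls were vehicle with enzyme for no effect and no enzyme for full effect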
NTR1 agonist: agonists of NTR1, primary screen, imaging, U2OS cells, beta-arrestin-GFP, high content (AID 493036); NTR1-U2OS beta-arrestin-GFP spot imaging, agonist mode; 330,000 compounds, 0.17% hits; activation, % at 20 µM; P30989;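 active means activation at or above 40% of the spot to cytoplasm intensity ratio, with at least 20 cells analyzed; inconclusive means wells under 20 cells, flagged as cytotoxic or low count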;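 further: 0% = DMSO without peptide and 100% = 100 nM NTR1 peptide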
Target sequence (P30989 whole entry, looked up): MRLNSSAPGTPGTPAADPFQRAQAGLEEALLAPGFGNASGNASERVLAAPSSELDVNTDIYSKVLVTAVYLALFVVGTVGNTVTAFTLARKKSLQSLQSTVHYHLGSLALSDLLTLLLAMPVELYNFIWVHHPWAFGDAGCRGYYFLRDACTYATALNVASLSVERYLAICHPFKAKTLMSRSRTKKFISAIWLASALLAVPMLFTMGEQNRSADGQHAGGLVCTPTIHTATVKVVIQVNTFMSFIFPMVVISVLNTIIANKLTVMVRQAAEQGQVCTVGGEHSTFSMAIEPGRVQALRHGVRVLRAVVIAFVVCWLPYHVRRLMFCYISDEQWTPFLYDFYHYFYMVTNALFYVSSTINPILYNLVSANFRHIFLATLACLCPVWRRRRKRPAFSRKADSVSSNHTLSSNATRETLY
HIV fusion peptide: cell-free HIV fusion peptide-binding blockers – biochemical, uHTS, fluorescence dequenching, primary screen (AID 1986); cell-free peptide binding, fluorescence dequenching, 30 min; higher % means a stronger effect; inhibition, % at 20 µM, or IC50 in µM where a hit was titrated; 290,000 compounds, 0.3% hits; in the data active means inhibition mostly above about 52%, no sharp cut-off; inactive means mostly below about 76%; further: some results filed as inactive read as strong as hits
Myeloid diff 2: compounds promoting myeloid differentiation | AID 624256 | 360,000 compounds, 1% hits | ER-HoxA9 myeloid progenitors, lysozyme-GFP differentiation, flow cytometry | calls only at 10 µM;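 active means normalized GFP-positive differentiation at or above the plate's own cutoff, the solvent-only control mean plus 3 SD; inconclusive means no clear call, values can overlap the other calls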;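 further: cells exposed to compound for four days before flow analysis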
SIAH1 antagonists: Siah-1 peptide-binding antagonists, primary screen, biochemical, fluorescence polarization, rhodamine-plectin, uHTS (AID 1817); Siah-1 / rhodamine-plectin peptide fluorescence polarization; higher % means a stronger effect; one-dose displacement, % at 20 µM; IC50 in µM for titrated hits; 290,000 compounds, 0.02% hits;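 active means displacement of at least 50% at 20 µM, with a fluorescence ratio check between 0.3 and a set limit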;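 further: plate controls were Siah plus tracer with DMSO for no effect and tracer alone without Siah for full effect; strong numbers were not always called active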
GPR55 antagonists: GPR55 antagonists blocking LPI-driven arrestin recruitment, primary screen, imaging, U2OS, beta-arrestin-GFP, LPI agonist (AID 2013); 290,000 compounds, 0.13% hits; inhibition, % at 10 µM; hits with a dose series show IC50 in µM; U2OS GPR55 beta-arrestin-GFP translocation imaging, LPI antagonism; higher % means a stronger effect;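 active means spots per cell inhibited over 60%, with over 100 cells counted and total cytoplasm intensity under 500,000; inconclusive means wells with under 100 cells, flagged as likely toxic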;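 further: U2OS cells stably carrying GPR55 and arrestin-GFP stimulated by 5 µM LPI near EC80; imaged beta-arrestin-GFP aggregate spots per cell after agonist stimulation; plate controls were LPI-stimulated DMSO wells for no effect and DMSO wells without LPI for full effect; some results filed as inactive read as strong as hits; confirmed hits need IC50 under 10 µM and bright autofluorescent wells are also inconclusive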
Rac1 GTP hydrolysis: MgcRacGAP GTPase-activating activity inhibitors, confirmation, biochemical, ADP Hunter fluorescence | MgcRacGAP-stimulated Rac1 GTP hydrolysis, ADP Hunter fluorescence; higher % means a stronger effect; GST-tagged Rac1 F28L mutant substrate | one-dose inhibition, % at 30 µM; IC50 in µM for titrated hits | 340,000 compounds, 0.6% hits;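 active means first-screen hits whose inhibition reached a set limit at any dose in the follow-up dose series; inconclusive means inhibition above the set first-screen limit but never retested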;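 further: fluorescence reports GDP produced by GAP-driven GTP hydrolysis; strong numbers were not always called active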
Salmonella PhoP GFP: PhoP-dependent GFP reporter repression – Salmonella Typhimurium, primary screen (AID 1863). inhibition, % at 50 µM, or IC50 in µM where a hit was titrated. 300,000 compounds, 0.16% hits. S. Typhimurium PhoP-regulated promoter GFP reporter, 4 h; higher % means a stronger effect;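 active means inhibition over 29.93%, a cutoff 3 SD above the screen mean, later confirmed by dose response; inconclusive means inhibition over 29.93% but no dose response follow-up; inactive means inhibition at most 29.93% or unconfirmed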;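 further: 0% = low Mg2+ inducing control and 100% = high Mg2+ repressing control; strong numbers were not always called active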
GPR35 antagonists: GPR35 antagonists blocking zaprinast-driven arrestin recruitment, primary screen, imaging, U2OS, beta-arrestin-GFP, zaprinast agonist (AID 2058). U2OS GPR35 beta-arrestin-GFP translocation imaging, zaprinast antagonism; higher % means a stronger effect. 290,000 compounds, 0.052% hits. inhibition, % at 10 µM; hits with a dose series show IC50 in µM;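 active means inhibition of at least 50% with at least 30 cells and total cytoplasm GFP at most 10,000,000; inconclusive means under 30 cells or total GFP of 10,000,000 plus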
NTR1 agonist cell count 20 µM: second read-out of NTR1 agonist, no call of its own (marks repeat the call); cell count; measured here: cell count, cytotoxicity flag
Myeloid diff 2 GFP+ MAC1+ %: also measured in Myeloid diff 2; calls as there; GFP+ MAC1+ double positive, %; measured here: differentiation confirmed by MAC1 staining
An asterisk follows results filed as active; i = inactive; ? = inconclusive; / = no result given. Outcome played no part in choosing rows; 2.4% or so of the library scored in one or more.

SMILES	LYP phosphatase	NTR1 agonist	NTR1 agonist cell count 20 µM	HIV fusion peptide	Myeloid diff 2	Myeloid diff 2 GFP+ MAC1+ %	SIAH1 antagonists	GPR55 antagonists	Rac1 GTP hydrolysis	Salmonella PhoP GFP	GPR35 antagonists
O=c1cnnc(Nc2ccccc2F)[nH]1	-3%	-0.3	46	-0.1%	i	0.2	-2%	-13%	3%	-2%	-23%
COc1ccc(OC)c(S(=O)(=O)N2CCN(C(=O)c3ccco3)CC2)c1	-10%	-0.8	50	-0.3%	i	0.2	-4%	-4%	6%	-3%	2%
O=C(COC(=O)/C=C/c1ccc([N+](=O)[O-])cc1)NCc1ccc2c(c1)OCO2	-3%	-0.8	53	-2.8%	i	0.4	-3%	1%	-14%	0%	8%
CCN(CC(=O)Nc1ccc2c(c1)OCCO2)C(=O)CC(NC(C)=O)c1ccccc1 (configuration not stated)	/	0.1	66	/	i	0.8	/	/	3%	-5%	/
Cc1ccc(C(=O)Nc2ccc(Cl)cn2)cc1	-7%	-0.4	60	1.3%	i	10	-1%	-14%	4%	8%	19%
Cc1cccc(Cn2cc(/C=C/[N+](=O)[O-])c3ccccc32)c1	1%	19	52	3.2%	?	/	-1%	18%	3%	4%	23%
CC(C)CC(=O)Nc1cccc(NC(=O)c2ccccc2Cl)c1	-6%	0.8	46	-1.3%	i	0.3	8%	3%	7%	-8%	/
COc1ccc(Cc2nn3c(-c4ccccc4Br)nnc3s2)cc1	-1%	2.7	49	-0.3%	i	6.5	0%	-9%	3%	7%	-11%
CC(=O)c1ccc(NC(=O)Cc2cccs2)cc1	-13%	1.1	65	3.1%	i	0.5	-5%	1%	7%	1%	-4%
OCC[C@H]1C[C@@H](O)[C@H](O)[C@]2(CCc3ccccc3O2)O1	/	2.8	50	/	i	1.4	/	/	5%	9%	/
COC(=O)C1CSC(C)(C)C(=O)N1 (configuration not stated)	-7%	-0.2	53	0.9%	i	0.4	1%	0%	2%	1%	4%
CCC(CO)NCc1ccc(-c2ccccc2)cc1 (configuration not stated)	-6%	2.0	48	0.2%	i	0.1	38%	8%	10%	19%	-12%
O=c1[nH]c(SCc2ccc(Cl)cc2)nc2ccsc12	5%	1.9	69	3.7%	/	/	-2%	3%	/	-7%	-7%
COc1ccc(/C=N/NC(=O)c2cccnc2)cc1CN1CCc2cc(OC)c(OC)cc2C1C (configuration not stated)	3%	0.6	69	-0.7%	i	0.4	2%	9%	5%	-3%	13%
CN1C(=S)SC(C)(NO)C1(C)C (configuration not stated)	1%	0.3	58	-0.6%	i	1.8	2%	-7%	8%	-10%	18%
COc1ccc2oc(C(=O)Nc3ccc(S(=O)(=O)N(C)C4CCN(C)CC4)cc3)c(C)c2c1	-9%	11	57	-0.1%	i	1.8	0%	-12%	14%	-3%	-7%
Cc1ccc(S(=O)(=O)N2CCC(C(=O)OCC(=O)N(C)c3ccccc3)CC2)cc1C	/	1.1	73	/	i	1.1	/	/	1%	8%	/
C=C(Br)Cn1c(CC(C)C)nc2ccccc21	-6%	1.3	71	0.7%	i	0.1	4%	-8%	3%	5%	-6%
CCOc1ccc(-c2cn(-c3cccc(SC)c3)c(=O)[nH]2)cc1	-2%	0.3	64	5.1%	i	1.5	7%	-16%	7%	9%	0%
CCC(C(=O)OC)n1cnc2c(nnn2-c2cccc(OC)c2)c1=O (configuration not stated)	-2%	-0.9	125	-0.1%	i	0.2	-2%	7%	3%	-8%	-17%
O=C(O)C1(P(=O)(c2ccccc2)c2ccccc2)CCC1	-5%	0.2	38	1.1%	i	1.0	-1%	-5%	5%	33%	2%
COc1ccccc1C(=O)CSc1nccn1C	-7%	-0.6	53	0.0%	i	0.3	4%	-12%	4%	8%	-6%
Cc1cccn2c(=O)c3cc(S(=O)(=O)c4ccccc4)c(=N)n(Cc4ccc(F)cc4)c3nc12	-6%	1.3	56	2.3%	i	6.0	5%	11%	6%	-9%	-3%
CCn1c(/C=C/c2ccc(O)c(O)c2)nc2ccccc2c1=O	4%	-0.4	48	20%	i	0.6	-3%	-11%	?	-1%	-13%
Cc1ccc(NC(=O)Nc2nc(-c3ccc(C)s3)cs2)cc1	-3%	3.9	63	-0.8%	i	0.5	2%	20%	2%	-1%	2%

(next part)
SMILES	LYP phosphatase	NTR1 agonist	NTR1 agonist cell count 20 µM	HIV fusion peptide	Myeloid diff 2	Myeloid diff 2 GFP+ MAC1+ %	SIAH1 antagonists	GPR55 antagonists	Rac1 GTP hydrolysis	Salmonella PhoP GFP	GPR35 antagonists
CC(=NCCc1ccccc1)C1=C(O)CCC1=O	-1%	-1.6	37	-1.1%	i	1.9	-3%	12%	2%	8%	10%
CC(NC(=O)C12CC3CC(CC(C3)C1)C2)C(=O)N/N=C/C1=C(N2CCOCC2)C(=C\c2cccc([N+](=O)[O-])c2)/CC1 (configuration not stated)	-1%	-0.6	72	3.7%	i	0.4	4%	12%	3%	-8%	9%
Cc1cc(NC(=O)CS(=O)(=O)Cc2ccccc2)no1	-10%	1.2	77	-0.6%	i	0.1	8%	13%	4%	4%	1%
CC1(NC(=O)C2CCN(C(=O)Nc3ccccc3)CC2)CCS(=O)(=O)C1 (configuration not stated)	-5%	1.1	81	1.8%	i	0.8	8%	17%	6%	4%	7%
COC(=O)c1c(NC(=O)c2nc3nc(C)cc(C(F)F)n3n2)sc2c1CCC2	-5%	13	64	0.0%	i	4.9	4%	8%	8%	-4%	-8%
Cc1cc(=O)[nH]c(SCC(=O)Nc2ccccc2C)n1	-8%	0.8	27	-1.6%	i	0.4	0%	6%	3%	-10%	13%
O=C(NCCc1ccc(Cl)cc1)C1CCC(=O)N(C2CCCCCC2)C1 (configuration not stated)	-12%	-0.5	63	-0.8%	i	0.2	10%	11%	6%	0%	-3%
Cc1nnc(SCC(=O)Nc2ccc(N3CCOCC3)cc2)n1-c1ccccc1	-8%	-0.8	59	9.4%	i	1.0	0%	2%	8%	-2%	14%
Cc1c(C(=O)c2ccc(N(C)C)cc2)c2ccccn2c1CCC#N	-4%	0.7	48	-2.3%	i	0.5	2%	-5%	5%	-2%	13%
Cc1c(N(C(=O)c2ccccn2)C2(C(=O)NC3CCCC3)CCCCC2)c(=O)n(-c2ccccc2)n1C	-2%	3.1	79	-0.5%	i	0.2	17%	16%	2%	2%	4%
O=C(CN(C(=O)c1csnn1)c1ccccc1Cl)NC1CCCC1	-11%	-0.1	42	-1.5%	i	3.0	3%	-3%	-2%	4%	2%
Cc1sc2ncn3c(C)nnc3c2c1C	-4%	0.5	43	-1.4%	i	0.7	1%	-3%	11%	8%	8%
Nc1nnc(-c2ccccc2F)s1	-10%	0.3	84	-2.2%	i	0.1	-2%	4%	/	3%	4%
NC(=O)CSc1nc2cc([N+](=O)[O-])ccc2n1-c1cccc(C(F)(F)F)c1	-4%	-0.2	59	-1.4%	i	0.7	4%	8%	8%	-2%	-15%
CCCOC(=O)c1ccc(NC(=O)CCC(=O)OCC)cc1	-9%	4.8	58	-1.7%	i	0.4	0%	9%	2%	7%	5%
CN1CCN(/N=C/c2nc(-c3cccc([N+](=O)[O-])c3)n3ccccc23)CC1	-1%	1.1	44	5.6%	i	0.4	-9%	-5%	12%	-4%	0%
COc1ccc(NC(=O)c2cc3c(Cl)nc4ccccc4c3s2)c(OC)c1	0%	1.0	68	0.5%	i	0.3	-1%	-6%	7%	-1%	12%
O=C(CCc1nnc(COc2ccccc2)o1)NC1(c2ccccc2)CC1	0%	1.3	55	0.9%	i	0.2	-2%	16%	11%	-2%	13%
COC(=O)C1=NN(C(=O)c2ccc(C)cc2)C(O)(c2ccc(Cl)cc2)C1 (configuration not stated)	-4%	0.4	45	-4.0%	/	/	2%	23%	/	-1%	29%
CCOC(=O)c1ccc2c(c1)nc(SCc1cn3ccsc3n1)n2CC	-2%	1.5	34	0.2%	/	/	1%	-3%	5%	-1%	-7%
COC(=O)Nc1ccc2c(c1)N(C(=O)CCN(C)C)c1ccccc1CC2	-6%	-0.6	33	0.1%	i	0.7	-3%	11%	10%	8%	14%
COc1ccc(OC)c(C2=Nn3c(nnc3-c3cc(C)[nH]n3)SC2)c1	-8%	1.5	48	0.2%	i	0.4	16%	-2%	20%	-1%	1%
C=CCNc1nc(C2(C)CC3(CC(C)OC3=O)C(=O)O2)cs1 (configuration not stated)	-4%	-0.6	93	-1.3%	i	0.8	5%	1%	9%	-9%	1%
CCOc1ccccc1-c1nnc(SCC(=O)Nc2ccccc2)o1	-11%	0.4	71	-0.8%	i	1.3	0%	8%	8%	1%	6%
CNC(=S)N(CCc1c(C)[nH]c2ccc(OC)cc12)Cc1ccco1	-7%	-0.3	99	1.4%	i	0.8	1%	6%	/	4%	-8%

Later entries
SMILES	LYP phosphatase	NTR1 agonist	NTR1 agonist cell count 20 µM	HIV fusion peptide	Myeloid diff 2	Myeloid diff 2 GFP+ MAC1+ %	SIAH1 antagonists	GPR55 antagonists	Rac1 GTP hydrolysis	Salmonella PhoP GFP	GPR35 antagonists
CN(C)C(CNC(=O)c1ccc(NC(=O)CC#N)cc1)c1ccccc1 (configuration not stated)	-4%	-0.4	73	4.3%	/	/	-3%	-10%	-1%	10%	-13%
C=C(C)C(=O)Nc1cccc(C(C)=O)c1	-6%	5.1	47	-2.7%	i	0.6	8%	16%	3%	-4%	-12%
COc1ccc(Nc2nc(Cl)nc(NCCO)n2)cc1	-8%	5.4	48	1.8%	i	0.5	29%	-5%	8%	-1%	-6%
CC1CCCCN1CCCNC(=O)CN1C(=O)CSc2ccc(S(=O)(=O)N3CCOCC3)cc21 (configuration not stated)	-2%	2.9	70	2.1%	i	2.7	19%	16%	10%	-7%	11%
O=C(NNC1=Nc2ccccc2SC1)c1ccccc1F	-9%	1.5	65	-3.5%	i	0.2	7%	-6%	4%	-2%	12%
Cc1c(C)n(C(=O)CSc2nncn2C)c2ccccc12	-9%	-1.6	28	0.1%	i	0.1	0%	-10%	18%	-1%	7%
COc1ccc(C(=O)N(Cc2cccs2)C2CCS(=O)(=O)C2)cc1 (configuration not stated)	-10%	0.3	35	-0.5%	i	1.4	0%	-3%	4%	-9%	0%

Screens: PubChem, several laboratories
